Rad51 HR inh = human RAD51 strand exchange inhibitors, primary screen, biochemical, fluorescence | DNA repair protein RAD51 homolog 1 (Homo sapiens), Q06609 | hRad51 DNA strand exchange, fluorescence dequenching | inhibition, % at 10 µM | actives 0.085% (n = 200,000) | AID 1385, 2008;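 active means inhibition above 40% at the single screening dose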;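 further: 0% = DMSO control wells and 100% = blanks with heterologous ssDNA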
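Material: hRad51 filaments on single-stranded DNA; Reagent: Donor/quencher-labelled 47-bp dsDNA substrate; Compound: 10 µM final, single point; Schedule: 37 °C 15-min filament assembly, 30-min compound preincubation, 15-min exchange; Technique: FRET fluorescence, excitation 485 nm, emission 520 nm; Benchmarks: control wells and blank wells on each plate.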
PERK inh = block of dimerizer-induced PERK translation repression, primary screen, PERK inhibitor project, CHO PERK-DD cells, SEAP luminescence, HTS; CHO PERK-DD fusion, SEAP luminescence translation reporter; inhibition, % at 5.6 µM; actives 0.17% (n = 220,000);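 active means inhibition above the mean inhibition of all tested compounds plus 3 SD, set separately per screening campaign, cut at about 2.9% in these data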;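 further: PERK kinase domain activated by AP20187 dimerizer at 100 nM; 0% = DMSO with dimerizer and 100% = rapamycin at 8.4 µM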
TNF necrop inh = inhibitors of TNF-alpha triggered necroptosis, primary screen, cell-based, Jurkat FADD-/-, single concentration; Jurkat FADD-/- TNF necroptosis rescue, ATP luminescence, 24 h; 0 = TNF only, 100 = no-TNF cells; activation (protection from cell death), % at 10 µM; actives 0.068% (n = 220,000);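 active means activation, meaning protection from cell death, of at least 50% relative to plate controls; inactive means activation below 50%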;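 further: necroptosis triggered by 40 ng/mL TNF-alpha added together with compound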
EBV gp42 inh = Epstein-Barr virus gp42 inhibitors, primary screen, biochemical, uHTS, fluorescence polarization. Fluorescence polarization binding assay, mP read-out. Glycoprotein 42 (Epstein-Barr virus (strain AG876)), Q1HVG2. actives 0.42% (n = 220,000). inhibition, % (tested at 21.74 µM); in the data active means inhibition above about 50%
eIF4E 4G PPI = eIF4E–eIF4G protein interaction inhibitors, primary screen, biochemical, uHTS, TR-FRET, eIF4GI fragment | inhibition, % at 21.7 µM | TR-FRET eIF4E-eIF4GI(517-606) binding, 2 h | actives 0.37% (n = 220,000);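 active means inhibition above about 30%, limit read from the data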;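 further: 0% = full FRET control wells and 100% = background wells lacking eIF4GI fragment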
zVAD death inh = inhibitors of zVAD-triggered necroptosis, primary screen, L929 cells | L929 zVAD necroptosis rescue, ATP luminescence, 24 h; with zVAD 60 µM | viability rescue, % at 10 µM | actives 0.38% (n = 220,000) | AID 1377, 2008;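 active means activation, scaled between plate controls, above about 75%, limit read from the data; inactive means activation under that limit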;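 further: 0% = zVAD with DMSO and 100% = DMSO alone without zVAD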
KCC2 mod = KCC2 cotransporter modulators, thallium flux, primary screen, cell-based, HEK293 KCC2, FluoZin-2 fluorescence, MLSMR | actives 2.2% (n = 190,000) | B-score of Tl+ flux slope (higher = more flux/activation; lower = inhibition) at 10 µM | Solute carrier family 12 member 5 (Homo sapiens), Q9H2X9 | KCC2 cells, thallium flux FluoZin-2 fluorescence | AID 1456, 2008;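 active means thallium flux slope and its plate-corrected score both differing from the plate sample mean at a set confidence after two filtering rounds, in either direction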;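 further: slope of fluorescence scaled to starting intensity during 10 to 20 s after thallium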
Target sequence (Q9H2X9 whole entry, looked up): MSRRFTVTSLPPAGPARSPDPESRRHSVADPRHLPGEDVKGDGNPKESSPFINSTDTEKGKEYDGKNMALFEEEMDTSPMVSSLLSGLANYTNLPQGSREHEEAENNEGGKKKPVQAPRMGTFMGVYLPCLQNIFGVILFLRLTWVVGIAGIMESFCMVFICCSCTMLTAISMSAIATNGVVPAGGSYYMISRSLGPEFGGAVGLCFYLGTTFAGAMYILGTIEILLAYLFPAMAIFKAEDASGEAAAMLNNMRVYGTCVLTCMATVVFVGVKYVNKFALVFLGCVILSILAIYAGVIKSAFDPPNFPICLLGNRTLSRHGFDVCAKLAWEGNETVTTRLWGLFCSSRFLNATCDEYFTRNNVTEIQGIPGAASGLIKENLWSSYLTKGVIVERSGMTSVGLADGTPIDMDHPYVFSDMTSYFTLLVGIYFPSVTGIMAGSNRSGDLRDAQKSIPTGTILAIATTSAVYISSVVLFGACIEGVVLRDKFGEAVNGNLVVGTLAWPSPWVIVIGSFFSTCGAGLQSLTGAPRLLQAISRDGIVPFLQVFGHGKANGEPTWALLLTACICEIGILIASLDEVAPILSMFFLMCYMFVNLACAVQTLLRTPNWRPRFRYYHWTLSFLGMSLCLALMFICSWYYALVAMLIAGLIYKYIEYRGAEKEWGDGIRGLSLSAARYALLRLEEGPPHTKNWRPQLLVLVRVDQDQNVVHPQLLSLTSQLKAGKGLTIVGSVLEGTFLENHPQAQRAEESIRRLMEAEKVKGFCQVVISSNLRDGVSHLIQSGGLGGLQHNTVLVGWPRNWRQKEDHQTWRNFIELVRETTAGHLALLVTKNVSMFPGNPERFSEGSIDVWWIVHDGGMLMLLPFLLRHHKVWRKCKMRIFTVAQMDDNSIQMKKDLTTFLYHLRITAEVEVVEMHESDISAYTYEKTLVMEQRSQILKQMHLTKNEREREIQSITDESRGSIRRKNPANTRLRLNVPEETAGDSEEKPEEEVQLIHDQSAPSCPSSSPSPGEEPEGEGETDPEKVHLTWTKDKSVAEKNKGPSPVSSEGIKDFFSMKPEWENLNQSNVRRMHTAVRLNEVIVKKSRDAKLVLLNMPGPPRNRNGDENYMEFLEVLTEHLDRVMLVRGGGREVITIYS
MDM2 E3 inh = MDM2-luciferase reporter signal enhancers, primary screen, MDM2 E3 ligase inhibitor project, cell-based, luminescence, 1536-well. E3 ubiquitin-protein ligase Mdm2 (Homo sapiens), Q00987. cell-based MDM2 ubiquitination luciferase reporter, 2 h; 0 = plate control, 100 = twice control, blank-subtracted. signal enhancement, % at 5 µM. actives 0.11% (n = 210,000). AID 1230, 2008;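 active means signal enhancement of 30% or more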;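 further: luminescence tracks abundance of the self-degrading MDM2-luciferase fusion protein; higher signal means inhibition of MDM2 E3 ligase activity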
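system = mammalian cells stably expressing self-ubiquitinating, self-degrading MDM2 E3–luciferase fusion | quantity = 2000 cells per well seeded | incubation = 4 h cell settling then 2 h compound exposure, 37 °C | signal = SteadyLite luminescence, 15 min reagent step | benchmarks = plate control and blank wells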
Calpain2 inh = inhibitors of pig calpain II, primary screen, biochemical, fluorogenic peptide substrate, 1536-well | inhibition, % at 16 µM | actives 0.37% (n = 220,000) | purified calpain II, 30 min;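 active means inhibition above about 50%, limit read from the data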
Active calls of the source: *; . = no result given; [ ] = dose if it differs, or a comment.

SMILES	Rad51 HR inh	PERK inh	TNF necrop inh	EBV gp42 inh	eIF4E 4G PPI	zVAD death inh	KCC2 mod	MDM2 E3 inh	Calpain2 inh
O=[N+]([O-])C1=CC=C2C(=NC3(CCCCC3)N2O)C1=NCCO	.	-0.5	-4.1	-14	-8[fluorescence artefact?]	0.1	0.16	-18	-12
COc1ccc(NC(=O)c2ccccc2NC(=O)c2ccco2)c(OC)c1	-5	-0.8	-2.3	-10	7	0.6	.	-5	-4
Cc1cc(C)c2cc(C(=O)Nc3ccc4c(c3)OCO4)[nH]c2c1	12	-1.0	0.7	2	1	1.0	0.29	-7	-22
COC(=O)Nc1nc(Sc2ncc(C(F)(F)F)cc2Cl)n[nH]1	-36	1.3	-0.4	-15	11[fluorescence artefact?]	0.3	0.014	2	-12
Cc1ccc(NC(=O)c2nnn(CC(=O)Nc3ccccc3)c2N)cc1C	-3	0.1	1.2	-3	-15[fluorescence artefact?]	0.2	1.8	-22	16
CNC(CC(=O)c1ccc([N+](=O)[O-])cc1)C(Cl)(Cl)Cl (centres undefined)	7	0.7	-2.7	2	22	-0.3	0.8	-1	-2
O=S(=O)(c1ccccc1)N1CCCC1c1cccs1 (centres undefined)	5	0.4	-0.9	-4	97*	-0.9	-0.31	-9	-3
COc1cc(SC)ccc1C(=O)N1CCN(Cc2ccccc2)CC1	10	1.1	1.3	-6	-3	0.7	-2.2	6	-2
NC1=NC2(CCCCC2)N(c2ccc(F)cc2F)C(N)=N1	3	1.0	0.4	-8	0	5.9	0.0088	9	-27
Cc1ccc2c(c1)c1c(n2CC(O)Cn2c(C)nc3ccccc32)/C(=N\O)CCC1 (centres undefined)	5	-1.7	-3.0	13	21[fluorescence artefact?]	1.0	-0.63	-7	-34
O=C(NC(=O)c1cc(OCC(F)(F)F)ccc1OCC(F)(F)F)Nc1ccccc1	9	0.9	4.5	-9	0	1.1	0.46	-3	-9
O=C(COC(=O)c1ccc(S(=O)(=O)N2CCOCC2)cc1)NC1CCCCCCC1	5	0.0	0.6	7	1	2.5	0.47	-18	21
O=C1CCC/C(=N/NC(=O)c2cc(NS(=O)(=O)c3cccs3)cc(NS(=O)(=O)c3cccs3)c2)C1	-21	0.2	2.7	-7	-5	-0.5	-0.52	-9	-31
N/C(Cc1cccc2ccccc12)=N\OC(=O)c1ccc(Br)o1	-17	0.0	-1.0	28	-4	0.3	-1.3	-5	-25
O=C(OCC(=O)N1CCc2ccccc21)c1cccnc1Cl	-6	0.4	2.7	-2	-8	0.0	-2.8	-21	9
O=C(COC(=O)CCc1nc2ccccc2s1)Nc1nc(-c2ccccc2)cs1	0	1.5	0.9	-6	13	0.0	-0.19	8	-3
Cc1noc(C)c1C(=O)N1CCC(C(=O)c2ccccc2)CC1	6	1.1	0.9	-6	-2	0.9	0.059	8	-20
Cc1cccc(C)c1NC(=O)CS(=O)CC(=O)NC1CCCc2ccccc21 (centres undefined)	-4	0.3	1.2	-10	3	0.2	0.069	-4	9
CS/C(=C\[N+](=O)[O-])Nc1ccc(Cl)cc1	-5	-0.1	0.5	-17	0	-0.3	-3.7	6	-4
O=C(CSc1n[nH]c(-c2ccccc2)n1)NCc1cccc(C(=O)O)c1	-1	0.6	0.4	5	-5	9.8	0.094	0	-7
CC(C)=NNc1nc2c(c(=O)[nH]c(=O)n2C)n1CCc1ccccc1	13	0.1	-2.5	37	23	0.1	.	-12	-26
O=C(OCC(=O)N1CCN(S(=O)(=O)c2ccccc2)CC1)c1ccc([N+](=O)[O-])o1	15	0.1	-0.4	-21	7	-0.9	0.093	-25	-40
CCCCNC(=O)C1CC(=O)N(C2CCCCC2)C1 (centres undefined)	0	0.6	-2.1	-2	2	0.4	.	3	-11
COc1ccccc1CNC(=O)C1COc2ccccc2O1 (centres undefined)	-3	1.3	1.0	-6	9[fluorescence artefact?]	3.3	.	-2	-7
COCCSc1ccccc1C(=O)NCc1cccnc1	-16	-0.6	-0.9	-6	-1	20	0.56	2	-20

Continuation:
SMILES	Rad51 HR inh	PERK inh	TNF necrop inh	EBV gp42 inh	eIF4E 4G PPI	zVAD death inh	KCC2 mod	MDM2 E3 inh	Calpain2 inh
COc1ccc(CCNC2=NCCS2)cc1OC	-21	0.2	1.5	-13	-3	0.3	1.2	0	5
Cc1cc(=O)oc(C)c1C(=O)NCC1CCCO1 (centres undefined)	6	0.3	0.1	-2	-9	0.8	0.93	-12	9
O=C(Cn1nnc(-c2ccc(NC(=O)c3ccccc3F)cc2)n1)NCc1ccc(F)cc1	22	1.4	2.9	-9	3	84*	1.4	.	-46
COc1cc(CCC(=O)Nc2ccc(Cl)c(C(F)(F)F)c2)cc(OC)c1OC	2	-0.3	2.7	-6	2	1.3	.	-19	-4
COC(=O)c1cc(S(=O)(=O)N2CCC(C)CC2)ccc1F	-11	0.7	-1.4	1	-3	-0.3	1.6	-15	23
Cc1cc(NC(=O)c2cccc(S(=O)(=O)N3CCCCCC3)c2)no1	6	-0.2	2.7	-17	-4	0.5	-0.04	-15	9
CC(C)(C)Nc1nc(SCc2ccccc2)nc(N2CCOCC2)n1	2	-0.5	0.4	-4	-2	1.0	2.4	0	-30
CC(C)N=C(NS(=O)(=O)NC(=O)c1ccccc1)c1ccccc1	.	0.3	0.1	-12	5	0.9	1	4	18
O=C(Nn1cc(C(=O)Nc2ccccc2F)c2ccccc2c1=O)c1cnccn1	-17	-1.1	0.9	2	3	0.1	1.3	-30	12
CCOc1cc(NC(=S)NCCCN2CCOCC2)c(OCC)cc1NC(=O)c1cccs1	-8	-0.8	1.0	-9	2	-0.1	0.48	-22	10
CCCCCCn1c(C(C)NC(=O)c2ccco2)nc2ccccc21 (centres undefined)	7	-0.8	-5.0	-18	2	-0.3	-0.17	-1	-9
Cc1cccnc1NC(=O)C1CCN(S(=O)(=O)c2ccc3c(c2)CCC(=O)N3)CC1	4	0.0	2.0	-1	-1	0.3	.	-14	-36
CCOC(=O)c1ccc(-n2[nH]c(-c3ccccc3)cc2=O)cc1	2	0.1	-0.3	-4	1	0.1	-0.0084	18	-71
CC(=O)c1ccc(N2CCN(C(=S)Nc3ccccc3C(F)(F)F)CC2)cc1	19	0.3	-2.1	6	4	0.0	0.034	-23	12
Cc1ccc(CN2CC34C=CC(O3)C(C(=O)NCc3ccco3)C4C2=O)cc1 (centres undefined)	-10	0.2	-0.2	-1	-1	0.9	.	-14	10
COc1ccc(CCC(=O)Nc2nc3ccccc3[nH]2)cc1	-1	-0.2	1.3	-30	-8	-0.1	0.4	.	-13
COc1ccc(S(=O)(=O)Cc2ccc(C(=O)NCCCN(C)c3ccccc3)o2)cc1	-10	-0.7	-3.5	-23	0	0.2	-1.2	-26	4
CN(C)c1nc(NCc2ccccc2)nc(N/N=C/c2ccc(Cl)cc2Cl)n1	-5	1.6	-2.1	1	1	-0.1	0.25	3	-20
COc1ccc(/C(N)=N/OC(=O)c2cccc([N+](=O)[O-])c2C)cc1OC	-3	-0.5	-3.4	6	-6	3.0	-0.39	-10	-22
COc1ccc(-n2c(=S)[nH]c3cc(C(=O)NCCCN4CCOCC4)ccc3c2=O)c(OC)c1	.	2.0	0.2	-1	0	-0.2	-0.017	-14	-12
CCOC(=O)c1sc(SCC(=O)Nc2ccc(N(C)C)cc2)nc1N	0	0.4	-5.5	-7	6[fluorescence artefact?]	-0.3	.	-1	47
O=C(COC(=O)c1ccc[nH]c1=O)NC1CCCCCCC1	7	0.8	0.0	12	0	0.5	-0.26	-9	18
COC(=O)N/N=C\c1cc(Br)ccc1OCc1ccccc1	8	-1.0	1.5	-7	4	0.7	0.0049	-9	3
COc1ccc2cc(C3C(C#N)=C(N)OC(C)=C3C(C)=O)c(Cl)nc2c1 (centres undefined)	.	0.7	-1.9	2	4	0.5	-1.8	-15	7
CCn1c(SCc2cccnc2)nc2c1c(=O)n(C)c(=O)n2C	2	-0.7	-0.8	-6	-3	-0.4	0.39	-8	2
NNC(=O)c1sc2cc(C(F)(F)F)cnc2c1-c1ccccn1	18	1.4	-0.1	-15	0	0.8	-1.2	-8	5
CC(/C=C/c1ccc2c(c1)OCO2)=N/NC(=O)CNc1ccc(C)cc1	-1	1.0	-2.4	.	.	0.1	0.054	.	.
O=C(c1ccccc1)n1ccn(-c2ccccc2)c1=S	3	-0.6	-3.1	4	0	-0.2	-0.43	-4	-9
CCOC(=O)c1c(/N=C/N(C)C)sc(/C=N/Nc2ccccc2)c1-c1ccccc1Cl	-20	0.2	-1.1	-16	-5[fluorescence artefact?]	1.9	0.91	-4	-41

Compounds shown so far that have an NH in an aromatic ring (8):
SMILES	Rad51 HR inh	PERK inh	TNF necrop inh	EBV gp42 inh	eIF4E 4G PPI	zVAD death inh	KCC2 mod	MDM2 E3 inh	Calpain2 inh
Cc1cc(C)c2cc(C(=O)Nc3ccc4c(c3)OCO4)[nH]c2c1	12	-1.0	0.7	2	1	1.0	0.29	-7	-22
COC(=O)Nc1nc(Sc2ncc(C(F)(F)F)cc2Cl)n[nH]1	-36	1.3	-0.4	-15	11[fluorescence artefact?]	0.3	0.014	2	-12
O=C(CSc1n[nH]c(-c2ccccc2)n1)NCc1cccc(C(=O)O)c1	-1	0.6	0.4	5	-5	9.8	0.094	0	-7
CC(C)=NNc1nc2c(c(=O)[nH]c(=O)n2C)n1CCc1ccccc1	13	0.1	-2.5	37	23	0.1	.	-12	-26
CCOC(=O)c1ccc(-n2[nH]c(-c3ccccc3)cc2=O)cc1	2	0.1	-0.3	-4	1	0.1	-0.0084	18	-71
COc1ccc(CCC(=O)Nc2nc3ccccc3[nH]2)cc1	-1	-0.2	1.3	-30	-8	-0.1	0.4	.	-13
COc1ccc(-n2c(=S)[nH]c3cc(C(=O)NCCCN4CCOCC4)ccc3c2=O)c(OC)c1	.	2.0	0.2	-1	0	-0.2	-0.017	-14	-12
O=C(COC(=O)c1ccc[nH]c1=O)NC1CCCCCCC1	7	0.8	0.0	12	0	0.5	-0.26	-9	18

High-throughput results from PubChem.

An unsorted share of the library; overall some 3.6% were active at least once.
